Assay outcomes: PubChem, National Center for Advancing Translational Sciences (NCATS)
GALK inhibitor = qHTS Assay for Inhibitors of Human Galactokinase (GALK); P51570; Purified GALK, Kinase-Glo residual ATP luminescence; Potency, µM (titrated, usually from 57.5 µM), without a hit: at the highest dose activity change, negative = inhibition, actives largely listed as inhibitors; hit rate 0.007% among 270,000; AID 1868, 2009; note: potency is the fitted concentration of half-maximal effect
Target sequence (P51570 whole entry, looked up): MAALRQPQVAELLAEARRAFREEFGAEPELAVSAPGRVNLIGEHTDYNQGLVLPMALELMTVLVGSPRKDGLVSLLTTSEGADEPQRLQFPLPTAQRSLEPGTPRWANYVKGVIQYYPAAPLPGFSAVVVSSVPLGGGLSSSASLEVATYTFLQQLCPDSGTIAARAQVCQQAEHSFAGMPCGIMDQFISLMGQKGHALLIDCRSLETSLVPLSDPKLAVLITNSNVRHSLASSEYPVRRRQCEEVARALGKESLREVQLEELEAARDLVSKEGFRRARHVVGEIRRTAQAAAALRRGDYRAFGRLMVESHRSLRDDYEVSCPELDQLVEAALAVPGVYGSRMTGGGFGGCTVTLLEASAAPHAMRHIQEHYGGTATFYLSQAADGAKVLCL
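5 nM enzyme, 35 uM ATP, 100 uM galactose, 20 mM HEPES pH8.0, 5 mM MgCl2; 1 h RT; residual ATP by Kinase-Glo Plus luminescence, qHTS format.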
Coupling enz = qHTS Assay for Inhibitors of Fructose-1,6-bisphosphate Aldolase from Giardia Lamblia: Coupling assay counterscreen; coupling enzyme system counterscreen, AmpLite Red fluorescence; activity change, negative = inhibition, % at 58.2 µM, hits read low; hit rate 0.67% among 290,000; AID 2472, 2010; in the data active = activity change below about -30%
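Counterscreen lacking aldolase: glyceraldehyde-3-phosphate coupling-enzyme reagent preincubated 10 min at RT with compound (at 57.5 uM final), then substrate/coupling system with AmpLite Red added; fluorescence read at 525/598 nm after 20 min RT.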
KCNH2 3.1 inh = qHTS for Inhibitors of KCHN2 3.1: Mutant qHTS. Potassium voltage-gated channel subfamily H member 2, brain isoform KCNH2 3.1 (human). U2OS KCNH2 3.1, thallium flux FluxOr; stronger effect = lower value. activity change, % (tested at about 1.8 µM). hit rate 0.95% among 340,000. AID 720553, 2013;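 active = maximum activity change below -70%; inconclusive = maximum activity change from -70% to -50%; inactive = maximum activity change above -50%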;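 note: thallium influx rate constant from kinetic fluorescence after stimulation buffer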
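Channel expression came from 3.1 mutant virus (1.77 x 10^8 /mL) applied to suspended U2OS cells for 4 h. Flux was tracked with FluxOr dye plus Red40 quencher, and kinetic rate constants normalized to controls.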
Giardia kill = Small Molecules that selectively kill Giardia lamblia: qHTS. Giardia lamblia trophozoite viability. activity change, % at 7.66 µM, hits read low. hit rate 0.15% among 340,000; in the data active = activity change below about -80%; inconclusive = between about -30% and that limit;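 note: parasites exposed to compound for two days anaerobically before the ATP read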
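Compounds were tested on trophozoites seeded at 100 cells/well and held 48 hrs at 37 deg C anaerobically. An ATP-based luminescent kit measured the remaining live cells.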
PKM2 activator = qHTS Assay for Activators of Human Muscle isoform 2 Pyruvate Kinase. Pyruvate kinase PKM (Homo sapiens), P14618. purified PKM2, Kinase-Glo ATP luminescence, activation; response scale: 0% is enzyme alone, no compound. Potency, µM (doses to about 57.5 µM), without a hit: top-dose activation, actives largely listed as activators. hit rate 0.34% among 260,000; note: potency is the fitted concentration of half-maximal effect; nearly all actives have a fitted effect of over 55% in size
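Purified hPK-M2 (>95%) run at intermediate activity with 0.1 mM ADP and 0.5 mM PEP in 50 mM imidazole pH 7.2, KCl, MgCl2; 1 h room temperature. ATP formed read by Kinase-Glo luminescence; normalized to uninhibited and no-enzyme controls.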
USP2a block = qHTS Assay for Inhibitors of Ubiquitin-specific Protease USP2a Using CHOP2 as the Reporter; hit rate 0.01% among 330,000; Potency, µM (series often up to 38.3 µM), for inactives: top-dose activity change, negative = inhibition, hits mostly inhibitors; Ubiquitin carboxyl-terminal hydrolase 2 (Homo sapiens), O75604; USP2 core, Ub-CHOP2 coupled fluorogenic reporter, 485/531;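 note: potency is the fitted concentration of half-maximal effect; plate controls were DMSO wells for no effect and full inhibition by NEM control for full effect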
Target sequence (O75604 whole entry, looked up): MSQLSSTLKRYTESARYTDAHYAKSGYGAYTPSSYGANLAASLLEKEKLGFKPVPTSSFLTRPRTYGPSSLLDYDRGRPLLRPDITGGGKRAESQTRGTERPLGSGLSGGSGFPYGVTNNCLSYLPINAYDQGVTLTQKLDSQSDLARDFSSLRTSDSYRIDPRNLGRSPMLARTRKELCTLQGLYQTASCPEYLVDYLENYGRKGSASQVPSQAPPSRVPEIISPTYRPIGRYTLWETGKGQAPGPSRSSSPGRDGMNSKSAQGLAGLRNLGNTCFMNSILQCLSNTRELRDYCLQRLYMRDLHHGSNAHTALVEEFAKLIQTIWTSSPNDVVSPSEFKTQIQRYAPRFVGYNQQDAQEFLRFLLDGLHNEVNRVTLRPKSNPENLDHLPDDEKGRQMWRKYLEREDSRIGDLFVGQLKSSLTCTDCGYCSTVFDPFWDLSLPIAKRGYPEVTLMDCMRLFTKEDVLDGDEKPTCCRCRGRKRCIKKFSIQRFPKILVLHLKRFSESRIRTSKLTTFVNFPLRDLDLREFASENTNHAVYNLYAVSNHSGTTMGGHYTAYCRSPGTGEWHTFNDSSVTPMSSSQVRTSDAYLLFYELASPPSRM
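Deubiquitinase activity read as fluorescence (485/531 nm) after Ub-CHOP2 cleavage activates the enterokinase reporter on its substrate; USP2 core 10nM, Ub-CHOP2 and substrate 25nM each, 30min compound preincubation then 60min RT; data normalized to NEM, curves fitted.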
Eya2 inh = qHTS Assay for Inhibitors of the Phosphatase Activity of Eya2; Protein phosphatase EYA2 (Homo sapiens), O00167; hit rate 0.006% among 330,000; recombinant Eya2, OMFP fluorescence dephosphorylation (OMFP is methylfluorescein phosphate); Potency, µM (doses to about 76.9 µM), without a hit: top-dose activity, negative = inhibition, usual class: inhibitors; note: potency is the fitted concentration of half-maximal effect
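Eya2 protein (added as 0.2 uM solution) was preincubated with compound for 10 min at ambient temperature in 50 mM HEPES pH 7.5, 50 mM NaCl, 5 uM MgCl2, 0.05% BSA, 1 mM DTT. OMFP (added at 50 uM) then reacted 10 min; fluorescence read at 485/525 nm.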
B2AR arrestin = qHTS assay of beta-arrestin-biased ligands of beta2-adrenergic receptor; Beta-2 adrenergic receptor (Homo sapiens), P07550; beta-arrestin recruitment to beta2AR, cell-based reporter; Potency, µM (doses to about 46.1 µM), without a hit: at the top dose activation, usual class: activators; hit rate 0.02% among 330,000;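 note: potency is the fitted concentration of half-maximal effect; 0% = DMSO controls and full agonism = EC100 isoproterenol or metaproterenol; nearly all actives have a fitted effect of over 65% in size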
uPA surface inh = qHTS for Inhibitors of Cell Surface uPA Generation; Potency, µM (top dose mostly 38.3 µM), for inactives: top-dose activity change, negative = inhibition, hits mostly inhibitors; hit rate 0.31% among 330,000; cell surface uPA generation assay, qHTS; AID 540303, 2011; active = well fitted inhibition curve with a large enough effect; inconclusive = small, poorly fitted or top-dose-only effect; inactive = no such curve, though single readings can be large or run the other way; tested in mouse RAW 264.7 cells; note: potency is the fitted concentration of half-maximal effect; nearly all actives have a fitted effect of over 55% in size
KCNH2 WT inh = qHTS for Inhibitors of KCHN2 3.1: Wildtype qHTS | Voltage-gated inwardly rectifying potassium channel KCNH2 (Homo sapiens), Q12809 | U2OS, BacMam KCNH2, thallium flux FluxOr; stronger effect = lower value | activity change, % at 1.84 µM | hit rate 0.37% among 340,000;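 active = maximum activity change below -70%; inconclusive = maximum activity change between -70% and -50%; inactive = maximum activity change above -50%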
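U2OS cells transduced with wild-type KCNH2 virus are loaded with FluxOr dye for 45 min, and thallium flux is measured in kinetic reads before and after stimulation buffer. Rate constants are normalized to DMSO controls.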
Chronic BCR inh = qHTS Assay to Find Inhibitors of Chronic Active B-Cell Receptor Signaling. AID 493014, 2011. Potency, µM (doses to about 46.1 µM), for the others: at the top dose ratio change, negative = lower green/red ratio, actives largely listed as inhibitors. hit rate 0.05% among 340,000. ABC-DLBCL IkBa-CBG/CBR reporter, luminescence ratio, 4 h; active = well fitted inhibition curve with a large enough effect in the signal ratio, with a control signal flat, not every such curve was filed as active; inconclusive = small, poorly fitted or top-dose-only effect, or effect the other way, or a change in a side signal; the % refers to the signal ratio;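 note: potency is the fitted concentration of half-maximal effect; plate controls were basal doxycycline-induced cells for no effect and cells given 10 µM MG132 for full effect; MG132 reads +100%, hits lower the ratio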
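Concentration-response series (up to 46 uM) were applied to TMD8 dual-reporter cells for 4 h at 37C with doxycycline. Green/red ratio, after filter-overlap correction, defined %Activity; red signal alone was normalised to basal cells and zero luminescence.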
* marks the source's active call; other numbers are inactive results; i = inactive; ? = inconclusive; . = no result given. Unless noted, calls come from the whole dose curve; as a rule, active = well fitted curve in the direction sought with a large enough effect; inconclusive = small, poorly fitted or top-dose-only effect, or another doubt; inactive = no such curve, though single readings can be large; an effect the other way counts as inactive or inconclusive. Unless noted, % is set by controls: 0 for no effect and ±100 for the full control effect.

SMILES	GALK inhibitor	Coupling enz	KCNH2 3.1 inh	Giardia kill	PKM2 activator	USP2a block	Eya2 inh	B2AR arrestin	uPA surface inh	KCNH2 WT inh	Chronic BCR inh
COC(=O)C1=C(C)NC(=S)NC1c1sccc1C (configuration not stated)	8.7%	2.9	5.7	28.5	1.9%	-0.5%	12.5%	0.1%	-0.3%	-15.6	3.6%
O=C(Oc1ccccc1)N1CCCC1	.	4.0	7.1	-19.4	.	-2.6%	-10.4%	0.2%	10.1%	-0.2	0.9%
CCOc1ccc(N(Cc2cc3ccc(C)cc3[nH]c2=O)C(=O)COC)cc1	2.6%	-0.3	-37.2	-22.0	-1.7%	-0.5%	3.6%	-0.9%	4.0%	-1.3	4.5%
CCS(=O)(=O)N1CCC(C(=O)Nc2ccc3c(c2)CCC3)CC1	-3.0%	.	-7.0	-0.8	2.1%	-6.6%	-18.5%	0.2%	2.0%	-8.7	-4.3%
CC(NCc1cc(Br)ccc1OCC(N)=O)C12CC3CC(CC(C3)C1)C2 (configuration not stated)	-1.3%	-0.4	-29.6	-10.8	-3.3%	0.2%	7.4%	-0.3%	-26.9%	23.0	0.5%
CCC(=O)c1ccc(OCc2ccc(C(=O)OC)cc2)cc1	1.0%	3.6	-12.1	-16.0	-5.1%	-8.1%	5.8%	-1.0%	-1.7%	i	-13.0%
Cc1cccc(C)c1NC(=S)N(CCN(C)C)Cc1cccs1	-0.8%	0.0	-17.0	-2.4	-4.5%	1.2%	11.5%	0.1%	2.0%	11.3	?
CCOc1ccc(S(=O)(=O)N2CCCC(C(=O)N3CCOCC3)C2)cc1 (configuration not stated)	-8.4%	0.4	22.7	-18.1	-5.9%	-0.9%	-9.5%	0.2%	-0.6%	-3.2	-0.2%
COc1ccc(-c2cc(C(=O)Nc3sc4c(c3C#N)CCCC4)c3ccccc3n2)cc1	0.6%	2.2	-0.3	15.2	-0.1%	-2.1%	4.0%	-0.3%	-3.6%	4.8	-6.9%
CCOC(=O)c1sc2ccccc2c1OC(=O)c1ccc(C)cc1	0.0%	2.7	?	4.3	-6.9%	2.7%	-11.4%	-0.1%	-2.1%	-3.8	0.4%
COc1ccc(C(=O)CC(=O)C(=O)Nc2ccc(OC)c(Cl)c2)cc1	-0.2%	0.7	0.7	-23.8	.	-15.1%	?	5.2%	1.1%	-5.9	-4.6%
CC(NC(N)=O)C(=O)Nc1ccc(Cl)c(S(=O)(=O)Nc2ccc(Br)cc2)c1 (configuration not stated)	7.1%	3.4	-6.9	-20.3	-26.7%	0.6%	-15.7%	-0.1%	-3.8%	0.9	4.5%
O=C(CSc1ccc(F)cc1)NC1CCCCC1	0.2%	2.3	-5.1	13.6	1.4%	-0.4%	-23.6%	-0.3%	5.0%	14.9	-2.4%
COc1ccc(-c2n[nH]c(=S)n2CC(C)C)cc1	0.8%	4.6	7.6	-12.5	-7.0%	-1.8%	9.7%	-0.2%	-1.1%	-3.0	-12.7%
Cc1noc(C)c1S(=O)(=O)N1CCCC(C(=O)NCc2ccccn2)C1 (configuration not stated)	-0.3%	-0.7	9.9	-2.7	1.9%	0.1%	-5.7%	-0.2%	1.3%	7.0	-0.4%
CC(OC(=O)c1ccccc1NCCO)C(=O)Nc1ccc(S(=O)(=O)N2CCOCC2)cc1 (configuration not stated)	.	.	2.7	9.9	.	-0.7%	5.0%	-3.0%	1.9%	-0.6	0.3%
O=C(c1ccccc1)c1ccc(Sc2ccc([N+](=O)[O-])cc2)cc1	5.4%	-1.7	-1.7	-26.1	-8.3%	0.9%	0.2%	-0.7%	2.2%	4.4	-0.4%
O=c1c(Cl)c(N2CCOCC2)cnn1-c1nc2ccccc2[nH]1	3.8%	1.6	-8.2	-12.9	-17.3%	2.9%	2.4%	0.0%	?	-26.0	?
COc1ccccc1CC(=O)NC1CCC(C)CC1 (configuration not stated)	-1.0%	7.6	.	-4.0	2.3%	3.3%	-10.5%	0.0%	0.6%	17.9	?
Cc1ccc(C(=O)c2c[nH]cc2-c2ccccc2)cc1	0.4%	-0.1	-6.4	-6.9	-3.1%	1.8%	-8.8%	0.1%	4.4%	0.3	-3.7%
COC(=O)Cn1c(C(O)c2ccccc2)nc2ccccc21 (configuration not stated)	-1.5%	-0.6	-5.1	4.3	-0.9%	-0.2%	1.5%	-0.1%	15.6%	-6.3	-1.3%
O=C(N/N=C/c1cccc2cccnc12)[C@H]1C[C@@H]1c1ccccc1	-6.0%	-2.9	7.9	1.5	-1.5%	-4.9%	-16.4%	0.4%	2.8%	-9.7	?
CSCCOC(=O)c1[nH]c2c(c1C)C(=O)CC(c1ccco1)C2 (configuration not stated)	0.1%	0.2	5.2	-3.0	22.4µM*	2.2%	-23.0%	-0.4%	?	-5.2	?
COc1ccc(-c2cc3ccc(OCC(=O)NCC4CCC(C(=O)O)CC4)cc3oc2=O)cc1 (configuration not stated)	.	-1.1	12.5	-23.6	0.1%	1.1%	-13.9%	-0.4%	?	2.3	?
Cc1ccc(OCCNC(=O)CNC(=O)c2ccc3c(c2)OCO3)cc1	.	.	-15.9	15.6	.	0.5%	3.6%	-0.2%	13.7%	-1.3	?
CC(C(=O)Nc1cc([N+](=O)[O-])ccc1Cl)N1CCN(c2ccccc2O)CC1 (configuration not stated)	-3.6%	-2.7	-1.5	-4.9	9.0%	2.6%	-10.3%	-0.4%	-6.5%	17.6	?
Cc1cc(C)c(OCC(=O)Nc2ccc3c(c2)OCO3)cc1C	1.5%	0.7	7.1	7.7	-2.9%	0.0%	7.8%	-0.2%	-0.9%	2.6	-1.8%
COc1ccc(N(CC(=O)N2CCc3ccccc3C2)S(=O)(=O)c2c(C)[nH]c(=O)[nH]c2=O)cc1	0.9%	1.3	-6.0	12.1	0.5%	2.0%	21.6%	0.0%	4.6%	-11.3	6.0%
CN(CCOc1ccc(Br)cc1)C(=O)CNC(=O)c1ccc2ccccc2c1	-0.2%	1.6	16.2	-5.3	0.5%	0.2%	1.2%	-0.4%	-1.0%	7.0	?
N#Cc1c(-c2ccccc2)ccnc1N1CCOCC1	0.4%	3.1	21.7	-9.2	-1.5%	3.7%	-6.1%	0.3%	-3.5%	2.9	8.8%

Compounds above that have bromine:
SMILES	GALK inhibitor	Coupling enz	KCNH2 3.1 inh	Giardia kill	PKM2 activator	USP2a block	Eya2 inh	B2AR arrestin	uPA surface inh	KCNH2 WT inh	Chronic BCR inh
CC(NCc1cc(Br)ccc1OCC(N)=O)C12CC3CC(CC(C3)C1)C2 (configuration not stated)	-1.3%	-0.4	-29.6	-10.8	-3.3%	0.2%	7.4%	-0.3%	-26.9%	23.0	0.5%
CC(NC(N)=O)C(=O)Nc1ccc(Cl)c(S(=O)(=O)Nc2ccc(Br)cc2)c1 (configuration not stated)	7.1%	3.4	-6.9	-20.3	-26.7%	0.6%	-15.7%	-0.1%	-3.8%	0.9	4.5%
CN(CCOc1ccc(Br)cc1)C(=O)CNC(=O)c1ccc2ccccc2c1	-0.2%	1.6	16.2	-5.3	0.5%	0.2%	1.2%	-0.4%	-1.0%	7.0	?

The results go on:
SMILES	GALK inhibitor	Coupling enz	KCNH2 3.1 inh	Giardia kill	PKM2 activator	USP2a block	Eya2 inh	B2AR arrestin	uPA surface inh	KCNH2 WT inh	Chronic BCR inh
COCc1ccc(C(=O)N2CCCC(CNC(=O)c3ccc(F)cc3)C2)o1 (configuration not stated)	5.7%	.	-21.5	-3.9	1.6%	-0.1%	4.7%	0.1%	16.9%	-14.4	-1.9%
COc1cccc2c1CCC(NC(C)=O)C2=O (configuration not stated)	3.3%	-18.2	1.9	-23.6	-0.3%	0.5%	0.2%	-0.4%	10.8%	-4.1	-1.2%
CCc1cc(=O)oc2c(C)c(OCC(=O)NCc3ccccn3)ccc12	0.6%	.	-3.5	-9.8	.	2.0%	7.9%	-0.1%	-21.3%	2.9	0.2%
O=C(CN(C(=O)CNS(=O)(=O)c1ccccc1)C1CCCC1)NCC1CCCO1 (configuration not stated)	-5.7%	-0.1	6.0	9.1	5.4%	4.3%	6.2%	0.3%	-1.3%	0.5	4.8%
